Source: PubChem BioAssay
CAL PDZ FP-1 – blocks peptide binding to the human CAL PDZ domain; Q9HD26; inhibition, % at 24.9 µM; purified CAL PDZ, TMR-peptide fluorescence polarization, 1 h; 0.92% of 300,000 active; AID 602252;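 active = mean inhibition of at least 30% with at least half of replicates also reaching 30%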;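 note: 0% = DMSO neutral control and 100% = excess unlabeled competitor peptide PRC23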
DAGLB inh – diacylglycerol lipase beta (human) inhibition; Q8NCG7; HEK293T DAGLB membrane lysate, EnzChek fluorogenic substrate; inhibition, % at 5.17 µM; 0.059% of 340,000 active; in the data active = inhibition above about 34%;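 note: 0% = enzyme with vehicle and 100% = wells lacking enzyme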
PKA-R2B act – PKA-R2B complex activation. P22694+P31323. PKA-R2B holoenzyme dissociation, Cy5-IP20 fluorescence polarization; R2B truncated from residue 108, S112A mutant; 0% DMSO only, 100% 113 µM cGMP. activation, % at 11.4 µM. 0.079% of 340,000 active. AID 504700;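 active = activation above a cutoff set at the mean over all compounds plus 3 SD, cut at about 18% in these data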;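 note: higher means more holoenzyme dissociation and a rise in polarization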
Rtt109 HAT inh – blocks Candida albicans Rtt109/Vps75 acetyltransferase activity. purified Rtt109/Vps75, ThioGlo CoA-SH fluorescence, 4 h. 0.16% of 330,000 active. inhibition, % at 34.9 µM. Q5AAJ8;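 active = inhibition of at least 50% in every replicate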
Target sequence (Q5AAJ8 whole entry, looked up): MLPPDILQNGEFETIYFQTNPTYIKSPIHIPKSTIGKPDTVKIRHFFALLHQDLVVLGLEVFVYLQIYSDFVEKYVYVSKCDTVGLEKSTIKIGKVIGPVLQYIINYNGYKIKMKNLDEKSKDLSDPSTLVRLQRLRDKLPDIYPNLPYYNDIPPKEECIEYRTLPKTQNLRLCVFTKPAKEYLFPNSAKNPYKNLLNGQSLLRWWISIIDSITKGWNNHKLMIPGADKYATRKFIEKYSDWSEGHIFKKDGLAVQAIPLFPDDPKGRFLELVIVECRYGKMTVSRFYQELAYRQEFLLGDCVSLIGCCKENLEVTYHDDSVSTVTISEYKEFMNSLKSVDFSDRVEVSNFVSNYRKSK
CAL PDZ FP-2 – inhibitors of human CAL PDZ peptide binding; Q9HD26; purified CAL PDZ, TMR-peptide fluorescence polarization, 1 h; inhibition, % at 20 µM; 0.02% of 330,000 active; AID 504414;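 active = highest replicate inhibition of at least 40%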;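 note: plate controls were DMSO neutral control wells for no effect and unlabeled competitor peptide control wells for full effect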
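Assay system – tagged CAL PDZ protein CerCALP, purified · Timing – 1 h at RT · Compound – single point, 20 µM · Measured by – fluorescence polarization from S- and P-plane intensities, G-factor corrected · Evaluation – inhibition from polarization loss · Probe or stimulus – TMR reporter peptide T*-PRC34 · Buffer or medium – pH 7.4 phosphate-saline buffer, reducing agent, detergent, IgG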
Cardiac RTF inh – cardiac RTF calcium desensitization. P19429+P45379. IANBD-labeled cardiac RTF, Ca2+ fluorescence. inhibition, % at 7.15 µM. 0.12% of 340,000 active;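 active = inhibition above the mean inhibition of all tested compounds plus 3 SD, cut at about 17% in these data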;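 note: assay run at fixed EC70 calcium of 1.6 mM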
RTF Ca sens act – cardiac RTF calcium sensitization. P19429+P45379. IANBD-labeled TnC RTF fluorescence at EC20 calcium; 0% EC20 calcium, 100% full calcium. activation, % at 7.2 µM. 0.24% of 340,000 active;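 active = activation above the mean over all tested compounds plus 3 SD, cut at about 30% in these data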;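 note: rise in fluorescence read as greater calcium sensitivity of cardiac thin filaments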
LANA DNA inh – blocks KSHV LANA C-terminal domain binding to DNA | MBP-C-LANA/FAM-LBS DNA binding, fluorescence polarization | inhibition, % at 9 µM | 0.078% of 340,000 active;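 active = highest replicate inhibition at or above 60% at 9 µM, even if other replicates fall short; inactive = all replicates below 60% inhibition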;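 note: 0% = neutral control wells and 100% = 4 µM acridine orange control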
SR-BI DiI-HDL act – activators of SR-BI mediated HDL lipid uptake | CHO ldlA[mSR-BI] cells, DiI-HDL uptake fluorescence, 3 h; 100 = double the neutral-control signal | activation, % at 12.5 µM | 0.096% of 320,000 active | AID 504775;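 active = mean replicate activation of at least 60% and every replicate at or above 60%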;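 note: 0% = median plate neutral-control signal and 100% = twice that signal; values of inactives mirror those of a sister screen read the other way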
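system = CHO ldlA[mSR-BI] cells, LDL receptor-null, SR-BI overexpressing | medium = Ham's F12 with 0.5% BSA, HEPES 25 mM, pH 7.4 | probe or stimulus = DiI-HDL 10 µg/mL | compound dosing = single-point compound dose | incubation = compound exposure 3 h, 37 °C | technique = DiI fluorescence, bottom read | read-out = cell-associated DiI fluorescence as measure of HDL uptake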
Keap1 Nrf2 FP – Keap1-Nrf2 (human) interaction inhibition | 0.15% of 340,000 active | inhibition, % at 9.4 µM | Q14145 | Keap1 Kelch-Nrf2 peptide fluorescence polarization, 1536-well | AID 504523; in the data active = inhibition above about 12%;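 note: human Keap1 Kelch domain with fluorescein labeled Nrf2 9mer peptide probe; 0% = neutral control wells and 100% = peptide positive control; higher means more block of Keap1 binding to Nrf2 peptide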
Target sequence (Q14145 whole entry, looked up, the tested form may be a part): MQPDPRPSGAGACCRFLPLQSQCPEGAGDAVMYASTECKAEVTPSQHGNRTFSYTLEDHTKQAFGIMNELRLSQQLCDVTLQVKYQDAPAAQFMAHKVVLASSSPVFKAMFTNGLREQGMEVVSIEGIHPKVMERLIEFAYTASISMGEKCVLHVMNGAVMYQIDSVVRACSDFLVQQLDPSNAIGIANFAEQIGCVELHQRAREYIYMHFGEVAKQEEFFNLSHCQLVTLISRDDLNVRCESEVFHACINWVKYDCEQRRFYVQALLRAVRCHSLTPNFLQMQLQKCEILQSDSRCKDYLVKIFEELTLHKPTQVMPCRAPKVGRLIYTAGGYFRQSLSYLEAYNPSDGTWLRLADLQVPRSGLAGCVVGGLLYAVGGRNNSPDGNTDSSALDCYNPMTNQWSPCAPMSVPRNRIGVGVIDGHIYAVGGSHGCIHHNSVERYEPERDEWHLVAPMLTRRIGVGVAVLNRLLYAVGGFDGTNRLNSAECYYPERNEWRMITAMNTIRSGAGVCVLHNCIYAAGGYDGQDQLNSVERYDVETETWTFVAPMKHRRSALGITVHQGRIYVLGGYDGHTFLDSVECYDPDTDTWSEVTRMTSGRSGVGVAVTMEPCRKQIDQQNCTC
* hit, by the source's call; . = not tested or not shown.

SMILES	CAL PDZ FP-1	DAGLB inh	PKA-R2B act	Rtt109 HAT inh	CAL PDZ FP-2	Cardiac RTF inh	RTF Ca sens act	LANA DNA inh	SR-BI DiI-HDL act	Keap1 Nrf2 FP
O=C(CCCN1C(=O)c2ccccc2C1=O)NC1CCCCCC1	.	-2	4	-9	0.4	3	-7	-0.7	-12	-3
CCCOc1ccccc1N/C(=N\S(=O)(=O)c1ccc(C)cc1)Nc1nc(C)cc(C)n1	4	-2	4	-6	-0.5	-5	2	1.3	2	1
O=C(CSc1nnc2ccccn12)NNC(=O)c1ccc(Br)cc1	.	1	-13	21	-0.1	-4	4	-0.7	3	-2
COC(=O)CCN(C(=O)c1ccc(C)c([N+](=O)[O-])c1)c1ccccn1	3	0	3	.	-0.8	-2	1	1.4	6	0
COc1ccc([C@H]2[C@H]3C=CC[C@@H](C)[C@@H]3C(=O)N2Cc2ccccc2)cc1Cl	-3	-4	-3	8	-0.3	-4	6	-1.2	-1	-3
COc1ccc(NC(=O)CN2C(=O)NC3(CCCC3)C2=O)cc1S(=O)(=O)N1CCCCC1	-2	-1	-7	-4	0.1	7	0	-1.2	14	3
CCCNC(=O)NS(=O)(=O)c1ccc(Cl)cc1	1	-1	-14	2	0.5	9	0	0.5	1	-3
CCOC(=O)C1CCCN(c2nc3ccccc3nc2C(C#N)C(=O)OC(C)C)C1 (stereo not given)	-2	-1	-4	9	-0.7	10	11	12	24	2
CS(=O)(=O)N1CCN(C2Cc3ccccc3C2)CC1	-2	0	1	-14	0.6	-3	6	-0.7	15	-4
COc1ccc(N2CCN(C3CCCN(Cc4cccc(C)c4)C3)CC2)cc1 (stereo not given)	-2	2	-2	-6	-0.2	-5	2	0.7	9	-2
CCOC(=O)C1CCN(C(=O)CCNC(=O)c2ccccc2OC)CC1	23	1	7	-3	-0.3	-3	-3	-0.6	17	1
Nc1ccn(Cc2ccccc2)n1	-6	-1	-15	8	-0.9	1	-2	0.0	13	-2
CCC(C)NC(=O)CSc1nc2c(sc3ccccc32)c(=O)n1CCCN1CCOCC1 (stereo not given)	-1	-2	-6	2	-0.6	-4	0	-3.0	-1	-2
CC(=O)Nc1ccc(C(=O)N/C(=C\c2ccccc2)C(=O)Nc2cccc(C(=O)O)c2)cc1	9	0	0	-1	0.3	-12	1	1.9	.	-2
COc1cccc(NC(=O)CN(C)S(=O)(=O)/C=C/c2ccccc2)c1	.	-4	-10	2	0.6	-1	1	-1.2	-17	-3
CCN(CC)CCC(=O)N1c2ccccc2Sc2ccc(NC(=O)OC)cc21	-3	3	5	-9	-1.2	-9	2	0.9	35	-10
COc1ccccc1NC(=O)c1ccc(N2CC3CC(C2)c2cccc(=O)n2C3)c(NC(=O)c2ccncc2)c1 (stereo not given)	2	-1	-2	10	-0.7	2	-4	-1.4	22	-1
COc1ccc(N(CC(=O)Nc2ccc3c(c2)OCO3)S(=O)(=O)c2ccccc2)cc1OC	-4	-3	7	-2	-1.6	-3	1	-0.1	.	-6
COc1ccc(Cl)cc1S(=O)(=O)N1CCC(C(=O)NCc2ccco2)CC1	-5	1	1	7	-2.2	0	-1	-1.0	-12	-3
CCOC(=O)c1cnc2ccc(OC)cc2c1NCc1ccccc1	4	-2	-9	8	-2.8	-5	-8	0.7	-17	-4
COc1cc(CC(=O)OCC(=O)Nc2ccc(S(=O)(=O)N3CCCC3)cc2)cc(OC)c1OC	.	-3	-12	-6	-1.1	2	-1	0.3	-2	-6
COc1ccc(-c2nn(CCC(=O)O)cc2/C=C/C(=O)O)cc1[N+](=O)[O-]	-2	1	-1	-6	-0.4	5	4	0.7	10	4
COC(=O)c1ccc(C(=O)NCCCCO)cc1	-1	1	-7	.	-1.3	-13	-7	-0.4	5	-3
COc1ccc(OC)c(C2c3[nH]c4ccccc4c3C[C@H]3C(=O)N(CCCOC(C)C)CC(=O)N23)c1 (stereo not given in full)	-2	0	1	10	0.9	-2	3	1.2	-7	0
CC(=O)N/C(N)=N/c1nc2cc(C)ccc2o1	-4	0	6	4	-1.7	-5	8	-1.1	-7	0
SMILES	CAL PDZ FP-1	DAGLB inh	PKA-R2B act	Rtt109 HAT inh	CAL PDZ FP-2	Cardiac RTF inh	RTF Ca sens act	LANA DNA inh	SR-BI DiI-HDL act	Keap1 Nrf2 FP
CCCCn1c(C2CCCCC2)nc2cc3[nH]c(=O)c(C(C)C)nc3cc21	1	1	-13	-9	-1.4	0	-3	3.3	26	-2
Cc1ccc(S(=O)(=O)N2CCOCC2)cc1NC(=O)Cn1ccsc1=N	-1	-3	-1	-6	0.2	-14	2	-0.3	3	-2
N#CCCN(C(=S)NC(=O)c1ccco1)c1ccccc1F	-2	0	10	-20	-0.9	5	-4	-0.9	-4	4
COc1ccc(C2=CC(c3sccc3C)n3nnnc3N2)cc1 (stereo not given)	-1	-4	8	-6	-1.1	0	9	14	-31	4
Cn1cccc1/C=N/NC(=O)Cc1ccccc1	-11	1	-2	-1	0.1	-7	8	0.8	8	0
COCc1c(C(=O)N/N=C(/C)c2ccc(OCc3ccccc3)cc2)nnn1-c1nonc1N	-8	0	0	-3	1.2	1	-4	-0.5	-16	2
CCn1c(=O)c2c(nc3n2CCCN3CCc2ccccc2)n(C)c1=O	-2	2	0	-3	-0.1	-5	-2	-2.5	-23	-3
CCCC(C(=O)NC1CCCC1)N(CC1CCCO1)C(=O)c1snc(C(N)=O)c1N (stereo not given)	-4	4	-5	-18	.	-4	-3	0.5	9	5
CCc1noc(C)c1C(=O)Nc1ccc(S(=O)(=O)N2CCCC(C)C2)cc1 (stereo not given)	-1	-2	-11	-4	-2.2	-5	-4	0.2	-24	-1
Cc1ccc(OCC(=O)NCCNC(=O)COc2ccc(C)cc2)cc1	1	3	-16	-1	-2.1	-12	1	1.9	.	1
CCOC(=O)CCCN1CC(O)=C(c2nc(-c3ccc(Cl)cc3)cs2)C1=N	-2	0	-1	1	-1.3	-9	-1	2.1	-4	2
COc1ccc(-n2c(C)cc(C(=O)CN3C(=O)c4ccccc4C3=O)c2C)cc1	.	-3	7	7	-1.0	7	-2	1.2	6	0
Cc1ccccc1NC(=O)CCOc1ccccc1	-4	-4	-25	6	-0.4	-4	0	1.9	-8	-1
CCC1=C(OC(=O)N(CC)CC)N2C(=O)OC(=NCCOC)[C@]2(Cc2ccccc2)[C@H]2C1=CC[C@H]1C(=O)NC(=O)[C@H]12	-1	2	2	-11	0.4	-1	-7	0.8	23	3
O=C(c1cccc(Br)c1)N1CCN(S(=O)(=O)N2CCOCC2)CC1	1	-1	-3	-1	0.3	-8	-1	1.3	2	-4
COc1ccc(S(=O)(=O)Nc2cccc3c2O[C@H](CN(C)CC2CCCCC2)[C@@H](C)CN([C@H](C)CO)C3=O)cc1	-1	-3	-2	-3	-0.3	5	-2	0.0	-5	0
O=C(Nc1ccccc1)N1CCSc2ccccc21	5	-2	-9	-6	-0.5	-16	-7	0.1	2	-4
CCCc1cc(=O)[nH]c(SCc2cccc(C)c2)n1	.	-1	-4	-8	-1.1	-8	-1	0.6	12	-6
Cc1cccc(-n2ncc3c(N(C)C4CCCCC4)ncnc32)c1	.	-15	-7	8	-1.4	-9	3	0.6	-28	2
CCCOC1CCCN(C(=O)c2ccc3oc(C(C)C)nc3c2)C1 (stereo not given)	1	0	-5	-6	0.1	4	0	-1.4	8	3
CCn1c(CCNC(=O)c2ccco2)nc2ccccc21	-3	0	4	-10	-2.2	-12	-1	1.7	.	-5
CCOC(=O)c1ccc(Oc2cc(C)nc(SC)n2)cc1	1	-9	-8	8	-2.9	-4	-5	1.6	-15	-4
CCCCC(CC)C(=O)Oc1ccc(O)c(C(C)(C)C)c1 (stereo not given)	-3	-21	-10	-8	1.5	5	-1	-0.9	-36	15*
CCOC(=S)SCC(=O)N1CCc2ccccc2C1C1C(=O)CCCC1=O (stereo not given)	6	1	-5	-9	-0.6	-1	-3	1.8	12	-4
Cc1ccc(NC(=O)C2CC(=O)n3ncnc3N2)cc1 (stereo not given)	1	0	-13	-7	0.5	-9	1	0.4	24	-1

Next part; it opens with the 3 that closed the last part.
SMILES	CAL PDZ FP-1	DAGLB inh	PKA-R2B act	Rtt109 HAT inh	CAL PDZ FP-2	Cardiac RTF inh	RTF Ca sens act	LANA DNA inh	SR-BI DiI-HDL act	Keap1 Nrf2 FP
CCCCC(CC)C(=O)Oc1ccc(O)c(C(C)(C)C)c1 (stereo not given)	-3	-21	-10	-8	1.5	5	-1	-0.9	-36	15*
CCOC(=S)SCC(=O)N1CCc2ccccc2C1C1C(=O)CCCC1=O (stereo not given)	6	1	-5	-9	-0.6	-1	-3	1.8	12	-4
Cc1ccc(NC(=O)C2CC(=O)n3ncnc3N2)cc1 (stereo not given)	1	0	-13	-7	0.5	-9	1	0.4	24	-1
CCN1CCN(C2=C(Cl)C(=O)N(Cc3ccccc3)C2=O)CC1	-3	2	-5	-1	.	1	4	3.4	-13	-5
C=COC(=O)NC1CCc2cc(OC)c(OC)c(OC)c2-c2ccc(SC)c(=O)cc21 (stereo not given)	-3	-1	-9	4	-1.8	1	-1	-1.9	9	-3
CC(C)CNC(=S)NC1CCCC1	140*	0	-3	-8	.	-7	0	0.6	-4	-1
CCC(C)(C)NC(=O)c1ccc(Sc2nncn2C)c([N+](=O)[O-])c1	.	1	-3	4	0.2	-11	-4	1.0	1	-3
CC(Sc1nnc(-c2ccco2)n1C)C(=O)Nc1ccc(N2CCOCC2)cc1 (stereo not given)	1	-1	4	-2	-0.9	-5	-4	0.9	15	1
O=C(NC1CC1)c1nc2c(nnn2Cc2ccccc2Cl)c(=O)[nH]1	.	-1	5	4	-4.2	-29	-2	0.3	-7	-1
Cc1nn2c(N3CCN(C)CC3)cc(C(C)(C)C)nc2c1-c1ccccc1	-10	-3	1	-2	-1.3	-1	-2	0.5	-33	-2
COc1ccc(CC(=O)NCC(=O)N/N=C/c2c[nH]c3ccccc23)cc1	-3	2	-6	2	-1.1	2	-9	1.9	7	-2
CC(C)CCn1c(NCCN(C)C)nc2c1c(=O)[nH]c(=O)n2C	-2	-2	-2	-4	-0.5	-4	1	-0.8	4	-4
CCc1c(C)nc2cc(-c3cccc(Br)c3)[nH]n2c1=O	1	-4	-1	-7	-1.9	2	-10	-1.0	4	0
CCN(CC(=O)Nc1c(F)cccc1F)C(=O)CCc1nc2cc(S(=O)(=O)N3CCOCC3)ccc2n1C	-5	1	-6	-4	-3.0	6	-7	-1.1	28	-2
CC(=O)Nc1c(C(=O)C2CC2)oc2ccccc12	-4	-2	3	-5	-0.6	-4	0	0.6	0	-2
Cc1ccc(NC(=O)C2CCN(c3ncnc4c3nc3n4CCCCC3)CC2)nc1	1	1	-5	-12	-1.1	-4	-3	-2.0	-9	3
Cc1c(C(=O)Nc2c(C)n(C)n(-c3ccccc3)c2=O)oc2c(Cl)cccc12	-1	-2	4	-1	-1.0	-14	0	0.8	-1	0
